NadD block: blocks S. aureus nicotinate mononucleotide adenylyltransferase | purified NadD enzyme, colorimetric absorbance read-out | inhibition, % at 20 µM | 0.78% of 360,000 active; in the data active = inhibition above about 26%; note: some compounds past the cut are filed as inactive
SUMO1-SIM PPI: alters human SUMO1 binding to SIM partners; SUMO1 binding to a labelled peptide, TR-FRET, 1 h; P63165; 0.33% of 360,000 active; inhibition, % at 20 µM; in the data active = inhibition above about 37%
Target sequence (P63165 whole entry, looked up): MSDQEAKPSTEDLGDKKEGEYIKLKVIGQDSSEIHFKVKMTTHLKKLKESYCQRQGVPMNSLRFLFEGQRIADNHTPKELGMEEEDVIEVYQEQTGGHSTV
LMPTP inh: LMPTP (human) inhibition; 0.22% of 360,000 active; inhibition, % at 20 µM; P24666; recombinant LMPTP-A, OMFP fluorogenic substrate, fluorescence intensity;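 active = compounds that cut the enzyme signal by at least half of the control window in the single-dose screen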;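 note: plate controls were DMSO wells with enzyme plus substrate for no effect and substrate without enzyme for full effect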
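Assay system: LMPTP-A enzyme. Input: 0.625 nM LMPTP-A final. Probe or stimulus: 400 µM OMFP. Compound dosing: single 20 µM dose. Schedule: 50 min dark incubation at room temperature. Detection: fluorescence intensity of OMFP turnover product. Read-out: percent inhibition versus substrate-only and uninhibited controls. Benchmarks: no-enzyme low control, uninhibited high control.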
MsrA inh: bovine MsrA inhibition; 0.75% of 360,000 active; purified bovine MsrA, absorbance read-out; AID 651718; inhibition, % at 15.5 µM; in the data active = inhibition above about 4.5%;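 note: 0% = vehicle wells with enzyme and 100% = reference inhibitor wells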
TbMetRS inhib: Trypanosoma brucei MetRS inhibition; inhibition, % at 11.9 µM; 0.4% of 360,000 active; purified T. brucei MetRS, ATP depletion, Kinase-Glo luminescence;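 active = inhibition above a per-plate cutoff of the control wells' mean inhibition plus 3 SD, cut at about 5.5% in these data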;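 note: 0% = DMSO wells median and 100% = median of wells with control inhibitor compound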
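Assay system: T. brucei methionyl-tRNA synthetase, purified | Medium: HEPES buffer with MgCl2, KCl, DTT, spermine, BSA, pyrophosphatase | Compound: 11.9 µM single point | Incubation: 15 min enzyme-compound preincubation, 2 h reaction, 10 min detection, 25 °C | Measured by: Kinase-Glo luciferase luminescence reporting remaining unconsumed ATP | Measure: % inhibition normalized to control-well medians | Replication: Singlicate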
DNMT1 inh: inhibitors of human DNMT1 | inhibition (reported as % activation of signal), % at 10 µM | DNMT1 molecular beacon, Hinp1I cleavage, fluorescence | P26358 | 0.83% of 360,000 active; in the data active = inhibition above about 50%
STEP inh: blocks human striatal-enriched tyrosine phosphatase; P54829; recombinant STEP, OMFP fluorogenic substrate, fluorescence; inhibition, % at 20 µM; 0.25% of 360,000 active; AID 588621;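 active = inhibition at 20 µM, scaled per plate between control wells, above about 37%, limit read from the data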;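 note: 0% = DMSO with enzyme and substrate and 100% = substrate only without enzyme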
Target sequence (P54829 whole entry, looked up): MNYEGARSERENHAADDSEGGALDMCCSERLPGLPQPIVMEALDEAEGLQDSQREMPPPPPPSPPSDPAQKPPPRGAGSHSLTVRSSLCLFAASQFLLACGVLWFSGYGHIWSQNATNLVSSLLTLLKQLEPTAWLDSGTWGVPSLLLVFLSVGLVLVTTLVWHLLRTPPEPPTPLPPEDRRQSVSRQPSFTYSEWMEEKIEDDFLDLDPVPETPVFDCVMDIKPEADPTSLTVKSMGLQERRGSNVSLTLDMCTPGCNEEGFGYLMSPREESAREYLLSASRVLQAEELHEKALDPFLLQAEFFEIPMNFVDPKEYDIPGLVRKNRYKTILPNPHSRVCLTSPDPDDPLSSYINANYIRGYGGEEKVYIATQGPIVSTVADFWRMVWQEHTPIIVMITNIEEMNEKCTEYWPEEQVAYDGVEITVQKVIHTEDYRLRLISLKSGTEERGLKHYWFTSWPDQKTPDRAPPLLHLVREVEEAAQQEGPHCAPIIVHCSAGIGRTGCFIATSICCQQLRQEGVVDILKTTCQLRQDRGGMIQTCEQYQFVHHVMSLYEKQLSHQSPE
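System: STEP phosphatase, cell-free reaction; Buffer or medium: Bis-Tris pH 6.0 buffer with DTT, detergent; Incubation: 20 min at room temperature, dark; Measured by: fluorescence, 480/540 nm.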
Rpn11 block: blocks the human proteasome subunit Rpn11; AID 588493; 0.59% of 360,000 active; calls only at 20 µM; O00487; human 26S proteasome, Ub4-pepOG fluorescence polarization; 20S core pre-blocked with epoxomicin;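 active = inhibition at 20 µM, scaled to each plate's controls, above about 33%, limit read from the data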
CSN inh: blocks human CSN-mediated cullin deneddylation | Q92905 | inhibition, % at 12.5 µM | 0.38% of 360,000 active | Purified CSN, SCF-Nedd8-OG deneddylation, fluorescence polarization;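 active = pattern-corrected inhibition above about 35%, with an unprinted fluorescence ratio check between 0.5 and 1.5, limit read from the data, passing the limit was not always enough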;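 note: 0% = enzyme with substrate and 100% = substrate without enzyme; some results filed as inactive read as strong as hits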
Target sequence (Q92905 whole entry, looked up, one chain of several): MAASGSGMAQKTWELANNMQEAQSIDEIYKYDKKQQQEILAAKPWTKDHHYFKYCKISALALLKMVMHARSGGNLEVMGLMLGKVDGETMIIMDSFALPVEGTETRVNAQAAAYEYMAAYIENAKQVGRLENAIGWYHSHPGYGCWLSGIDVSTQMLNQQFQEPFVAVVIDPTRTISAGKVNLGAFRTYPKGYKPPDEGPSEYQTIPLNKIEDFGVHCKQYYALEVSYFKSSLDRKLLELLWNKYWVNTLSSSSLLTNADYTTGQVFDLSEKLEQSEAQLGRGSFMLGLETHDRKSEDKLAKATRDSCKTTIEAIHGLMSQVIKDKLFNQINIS
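Material: human Csn5 produced in HEK293T cells; Input: enzyme 0.24 nM; Reagent: SCFSkp2-Nedd8OG substrate at 10 nM final; Dosing: 12.5 µM compound; Incubation: 90 min reaction at room temperature; Detection: fluorescence polarization of the substrate; Evaluation: % inhibition of substrate cleavage by Csn5; Control set: substrate-only high control, full reaction low control.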
Scp-1 inhibitor: inhibitors of human Scp-1 phosphatase; inhibition, % at 20 µM; Recombinant Scp1, phosphopeptide, malachite green phosphate absorbance; 0.88% of 340,000 active;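 active = inhibition above about 50% at 20 µM, limit read from the data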;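 note: plate controls were DMSO wells with enzyme for no effect and wells lacking enzyme for full effect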
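System: SCP-1 catalytic domain; Reagent: Phospho 17-mer peptide substrate; Doses: one concentration, 20 µM, with 1.0% DMSO; Incubation: 45 min room-temperature reaction, 5 min colour, 30 min stabiliser; Signal: Phosphate-binding colour reagent, absorbance read at 630 nm.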
The depositor's hits bear a star; i = inactive; . = not tested or not shown.

SMILES | NadD block | SUMO1-SIM PPI | LMPTP inh | MsrA inh | TbMetRS inhib | DNMT1 inh | STEP inh | Rpn11 block | CSN inh | Scp-1 inhibitor
CC(C)CC(=O)C1CCCN(C(=O)c2ccc3oc(Cc4ccccc4)nc3c2)C1 (stereo not drawn) | -6 | 5 | -0.5 | 0.6 | -0.5 | 1 | -1 | i | -3 | -15
O=C(NNC(=O)c1cc(-c2ccccc2Cl)nc2ccccc12)c1csc(N2CCOCC2)n1 | 16 | -2 | 1.6 | 0.2 | -0.1 | 2 | 2 | i | 1 | -6
COC(=O)c1cccnc1-n1c(=O)c2cccnc2n(Cc2ccc(Cl)cc2)c1=O | -1 | 0 | 0.1 | 0.1 | 0.0 | -3 | -2 | i | 2 | -8
COc1ccc(NC(=O)c2ccccc2-c2ccccc2)c(C)c1 | 2 | 3 | -0.1 | 0.1 | -0.5 | -1 | -2 | i | 7 | -3
CN(CC(=O)Nc1cccc(F)c1)C(=O)c1ccc(-c2ccc(Cl)cc2)o1 | 0 | -10 | 3.0 | 1.1 | 21* | -4 | 0 | i | 1 | -11
CCN1C(=O)CSc2ccc(C(=O)NCc3ccccc3)cc21 | 2 | 1 | 0.2 | -0.8 | 0.4 | -3 | 2 | i | -3 | -5
C/C(=N/NC(=O)c1cccc(Br)c1)C1CC2CCC1C2 (stereo not drawn) | 4 | 1 | 1.4 | -1.7 | -0.1 | 1 | 0 | i | 9 | -8
O=C(c1ccc(Cl)cc1)c1ccc(OCC(O)CN2CCOCC2)cc1 (stereo not drawn) | -4 | -3 | -1.2 | 0.7 | 0.6 | -6 | 1 | i | -2 | 3
O=S(=O)(c1cccnc1)N1CCCC(Nc2ccc(F)c(F)c2)C1 (stereo not drawn) | -5 | 4 | -0.5 | 0.1 | -0.3 | -2 | -3 | i | 3 | .
CCN(CC)C(=S)NC(=O)c1cccnc1 | 0 | 1 | 0.3 | 0.0 | -0.6 | -1 | 0 | i | 5 | -1
COc1ccc(NC(=O)CSc2cn[nH]n2)c(OC)c1 | -5 | 1 | -0.6 | -0.2 | -0.4 | 0 | -4 | i | -2 | -5
CCn1c(CSc2nc3ccccc3s2)nnc1SCC(N)=O | -3 | 1 | -0.5 | -0.5 | -0.1 | -1 | -1 | i | -5 | -11
C=CCNc1nc(C(=O)OCC(=O)c2ccc(Cl)cc2)cs1 | 17 | -3 | 0.8 | -0.6 | -0.4 | 17 | 2 | i | 5 | 42
COc1ccc(C2CC(c3ccc(Cl)cc3Cl)Nc3nc(N)nn32)cc1 (stereo not drawn) | 5 | 6 | -0.6 | 0.2 | 7.5* | -2 | 0 | i | -3 | 3
CN(Cc1ccccc1)C(=O)COC(=O)c1cc2ccccc2oc1=O | -1 | -38 | 0.4 | 0.6 | 0.0 | 2 | -2 | i | 1 | 0
CC1CC(C)(C)NC(=S)N1CC(=O)NCc1ccc(Cl)cc1 (stereo not drawn) | -1 | -5 | -0.6 | -0.2 | -0.8 | 1 | 1 | i | 3 | 9
Cc1ccc(CNC(=O)C2CC(c3ccccc3C(F)(F)F)=NO2)cc1 (stereo not drawn) | -6 | -2 | -2.1 | -0.1 | -0.4 | -3 | 0 | i | 0 | -1
O=C(Cc1cccs1)Nc1ccc(S(=O)(=O)N2CCCCC2)cc1 | 4 | 2 | 18 | 0.4 | -0.3 | 57* | 4 | i | 0 | 89*
O=C(CNC(=O)C1CCCCC1)OCn1nnc2ccccc2c1=O | -3 | 3 | -1.9 | 0.8 | 0.3 | 3 | -1 | i | -9 | -3
O=C(CCC(=O)Nc1ccc(Cl)cc1)N/N=C/c1ccc2c(c1)OCO2 | -8 | -5 | 1.6 | 0.2 | -0.2 | 3 | 1 | i | 0 | -8
Cc1[nH]nc(N2CCCCC2)c1[N+](=O)[O-] | 8 | 0 | -0.1 | 1.6 | -0.4 | -3 | -4 | i | 3 | -2
C/C(CC(=O)NC1CCCCC1)=N\NC(=O)c1ccccc1C | 2 | -1 | -1.6 | -0.3 | -0.3 | 1 | -1 | i | 5 | -8
CCCn1nc(NC(=O)c2cccs2)c2cc3cc(OC)ccc3nc21 | 13 | -11 | 3.3 | -0.3 | 0.1 | -14 | -2 | i | 1 | -3
Cc1ccc2nsnc2c1NC(=O)CCc1ccccc1 | -4 | -11 | -2.4 | 2.0 | 0.7 | -3 | 2 | i | -1 | -2
Cc1cnc(C(=O)OCC(=O)Nc2ccc3c(c2)OCCO3)cn1 | -2 | 6 | -0.1 | -0.2 | -0.1 | -4 | 2 | i | 2 | -8

A draw from above in order of number of heavy atoms, descending:
SMILES | NadD block | SUMO1-SIM PPI | LMPTP inh | MsrA inh | TbMetRS inhib | DNMT1 inh | STEP inh | Rpn11 block | CSN inh | Scp-1 inhibitor
COC(=O)c1cccnc1-n1c(=O)c2cccnc2n(Cc2ccc(Cl)cc2)c1=O | -1 | 0 | 0.1 | 0.1 | 0.0 | -3 | -2 | i | 2 | -8
COc1ccc(C2CC(c3ccc(Cl)cc3Cl)Nc3nc(N)nn32)cc1 (stereo not drawn) | 5 | 6 | -0.6 | 0.2 | 7.5* | -2 | 0 | i | -3 | 3
Cc1cnc(C(=O)OCC(=O)Nc2ccc3c(c2)OCCO3)cn1 | -2 | 6 | -0.1 | -0.2 | -0.1 | -4 | 2 | i | 2 | -8
CCn1c(CSc2nc3ccccc3s2)nnc1SCC(N)=O | -3 | 1 | -0.5 | -0.5 | -0.1 | -1 | -1 | i | -5 | -11
CC1CC(C)(C)NC(=S)N1CC(=O)NCc1ccc(Cl)cc1 (stereo not drawn) | -1 | -5 | -0.6 | -0.2 | -0.8 | 1 | 1 | i | 3 | 9
Cc1ccc2nsnc2c1NC(=O)CCc1ccccc1 | -4 | -11 | -2.4 | 2.0 | 0.7 | -3 | 2 | i | -1 | -2
COc1ccc(NC(=O)CSc2cn[nH]n2)c(OC)c1 | -5 | 1 | -0.6 | -0.2 | -0.4 | 0 | -4 | i | -2 | -5
Cc1[nH]nc(N2CCCCC2)c1[N+](=O)[O-] | 8 | 0 | -0.1 | 1.6 | -0.4 | -3 | -4 | i | 3 | -2

The listing continues.
SMILES | NadD block | SUMO1-SIM PPI | LMPTP inh | MsrA inh | TbMetRS inhib | DNMT1 inh | STEP inh | Rpn11 block | CSN inh | Scp-1 inhibitor
O=C1N(Cc2cccc(Cl)c2)C[C@@H]2C[C@@H](c3ccsc3)N3CCC[C@@]123 | 2 | 0 | 1.0 | 0.8 | -0.5 | -2 | -1 | i | 5 | -1
CC(=O)NC(C1C(=O)CC(C)(C)CC1=O)(C(F)(F)F)C(F)(F)F | 0 | -1 | -2.4 | -1.9 | 0.5 | 5 | 2 | i | 5 | -7
CCOc1ccc(S(=O)(=O)N2CCC(C(=O)NC3CC3)CC2)cc1Cl | -10 | -5 | 0.6 | -0.5 | 0.0 | 1 | -3 | i | 9 | -7
Cc1ccc(S(=O)(=O)N2CCN(C(=O)CCOc3ccccc3C)CC2)cc1C | -3 | -6 | 0.9 | 0.1 | -0.5 | 0 | 1 | i | -3 | -8
CCOc1ccccc1N1CC(C(=O)N2CCN(Cc3ccc(C#N)cc3)CC2)CC1=O (stereo not drawn) | 0 | 6 | -0.8 | -0.8 | -0.2 | 4 | -4 | i | -2 | -8
O=C(c1ccccc1F)N(NC(=O)C(O)(c1ccccc1)c1ccccc1)c1ccccc1 | -5 | -2 | -2.5 | 0.5 | -1.1 | 0 | 2 | i | 1 | -5
COc1cc(/C=C(/NC(C)=O)C(=O)O)cc(Cl)c1OCc1ccc(Br)cc1 | -5 | -6 | 1.3 | -0.3 | -0.1 | -6 | 0 | i | 0 | -9
Cc1cc(C(=O)Nc2ccccc2Cc2ccccc2)no1 | 0 | 5 | -1.0 | 0.2 | -0.1 | 1 | 0 | i | -2 | -2
O=C1CN(C(=O)COC(=O)c2ccc(C(F)(F)F)cc2)c2ccccc2N1 | 1 | -1 | -0.5 | -0.8 | 0.2 | 0 | 2 | i | -3 | -7
O=C(Cn1ncc(Cl)c(Cl)c1=O)NC1CCCCC1 | 7 | -5 | -1.4 | 0.1 | 0.2 | 15 | 5 | i | -2 | -5
O=C(Nc1ccccc1N1CCCCC1)C1CCN(S(=O)(=O)c2cccc(C(F)(F)F)c2)CC1 | 2 | 2 | 3.2 | -0.3 | 0.2 | -1 | 3 | i | 1 | -6
O=C(NCc1cccs1)c1cnc(Cl)c(Cl)c1 | 0 | -1 | -0.9 | 0.7 | -0.2 | 0 | -1 | i | -1 | -7
O=C(c1ccco1)N1CCN(Cc2c(Cl)cccc2Cl)CC1 | 2 | 7 | -1.1 | 0.5 | -0.3 | 44 | -2 | i | 6 | 1
O=S1(=O)CC(O)C(Nc2ccc(Cl)cc2)C1 (stereo not drawn) | 0 | 0 | -2.4 | -0.2 | -1.4 | 3 | -4 | i | -7 | 0
COc1ccc(-n2cnnc2SCC(=O)Nc2cc(C)on2)cc1 | 0 | 0 | -0.3 | 1.5 | 0.3 | 6 | 3 | i | -4 | -5
Nc1nc(SCC(=O)N2CCCC2)[nH]c(=O)c1NC(=O)c1cccs1 | -3 | 1 | -1.6 | 2.1 | -0.3 | -1 | 2 | i | 0 | 24
O=C(Nc1cccc2ncccc12)c1cccnc1 | -1 | -6 | -1.3 | -0.2 | -2.3 | 0 | 5 | i | 2 | -6
O=C(O)c1cccc([N+](=O)[O-])c1C(=O)Nc1ccc2ccccc2c1 | -3 | -10 | 0.0 | 1.3 | 2.4 | -8 | -1 | i | -1 | -7
O=C(Nc1cccc(C(F)(F)F)c1)c1cc[n+]([O-])cc1 | -1 | -6 | -1.7 | 1.2 | 0.0 | 1 | 1 | i | 0 | 45
CCOC(=O)CN1C(=O)N[C@@H](c2ccco2)C(C(C)=O)=C1C | -5 | 4 | -1.4 | 1.1 | -0.3 | 2 | -1 | i | -1 | -11
Cc1cc(Cl)c(OCCCn2cncn2)c(Br)c1 | -1 | -1 | 0.6 | -0.8 | -0.1 | 9 | 1 | i | 4 | -2
O=C1c2ccccc2-c2c1cccc2C(=O)N1CCN(C(=O)c2ccco2)CC1 | 1 | -18 | -0.7 | 0.7 | -0.2 | 0 | -1 | i | -2 | -2
C=CCn1c(=N)n(CC(=O)c2cccc([N+](=O)[O-])c2)c2ccccc21 | -11 | -18 | -0.6 | -1.0 | -0.7 | -1 | -1 | i | -2 | 4

Source: PubChem BioAssay (several laboratories)

No enrichment for hits (roughly 3.9% active in at least one column).
